# Bioassay records as filed in PubChem BioAssay.
# TDP1 cell noCPT – qHTS for Inhibitors of human tyrosyl-DNA phosphodiesterase 1 (TDP1): qHTS in cells in absence of CPT; actives 15% (n = 420,000); DT40 Tdp1-/- hTDP1 cells, no CPT, ATP luminescence, 48 h; Potency, µM (series often up to 46.2 µM), for the others: top-dose activity change, negative = growth inhibition, actives largely listed as inhibitors; AID 686978, 2013; further: nearly all actives have a fitted effect of over 55% in size
#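 A cellular qHTS used chicken DT40 cells lacking endogenous Tdp1 but carrying stably transfected human TDP1. Compounds were applied without camptothecin, and cell growth kinetics were judged by ATP-dependent luminescence after ≥48 hr.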
# KAT2A inh – GCN5L2 (KAT2A) acetyltransferase inhibition; Q92830; GCN5L2 HAT assay, ThioGlo1 CoA-SH fluorescence; Potency, µM (highest dose often 58.9 µM), for inactives: at the highest dose activity change, negative = inhibition, most hits filed as inhibitors; actives 0.21% (n = 390,000)
# Target sequence (Q92830 whole entry, looked up): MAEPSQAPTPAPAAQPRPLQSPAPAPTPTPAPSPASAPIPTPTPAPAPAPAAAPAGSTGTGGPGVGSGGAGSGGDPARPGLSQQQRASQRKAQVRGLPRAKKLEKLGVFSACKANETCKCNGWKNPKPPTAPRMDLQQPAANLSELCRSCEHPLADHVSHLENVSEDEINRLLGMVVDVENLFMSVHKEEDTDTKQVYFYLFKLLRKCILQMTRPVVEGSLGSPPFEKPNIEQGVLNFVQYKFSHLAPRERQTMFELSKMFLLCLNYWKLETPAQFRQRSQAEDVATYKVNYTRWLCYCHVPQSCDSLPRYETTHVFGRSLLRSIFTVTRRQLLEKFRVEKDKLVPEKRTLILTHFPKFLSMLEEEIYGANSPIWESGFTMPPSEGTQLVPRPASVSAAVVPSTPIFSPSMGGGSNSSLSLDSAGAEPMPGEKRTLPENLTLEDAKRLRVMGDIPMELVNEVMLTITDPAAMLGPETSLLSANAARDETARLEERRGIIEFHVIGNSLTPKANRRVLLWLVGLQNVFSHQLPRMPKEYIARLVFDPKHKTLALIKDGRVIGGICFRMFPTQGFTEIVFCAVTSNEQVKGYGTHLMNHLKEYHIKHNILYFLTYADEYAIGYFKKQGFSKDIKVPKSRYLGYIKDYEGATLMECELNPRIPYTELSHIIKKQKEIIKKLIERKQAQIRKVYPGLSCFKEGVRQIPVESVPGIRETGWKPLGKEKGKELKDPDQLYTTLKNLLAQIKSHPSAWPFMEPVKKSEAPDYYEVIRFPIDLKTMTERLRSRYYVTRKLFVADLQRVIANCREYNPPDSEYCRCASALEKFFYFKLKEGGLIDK
#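 Titration-based screen in which CoA formation is detected via maleimide probe ThioGlo1 (50uM) turning fluorescent on thiol reaction; substrates H3(1-25) 75uM and acetyl-CoA 70uM, GCN5L2 20nM, 20 min incubation at room temperature.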
# DT40 TDP1 CPT – growth inhibition of DT40 Tdp1-/-;hTDP1 cells with camptothecin (screen for TDP1 inhibitors); chicken DT40 Tdp1-/-;hTDP1 cells + 20 nM CPT, ATP luminescence, 48 h; Potency, µM (top dose mostly 46.2 µM), for the others: at the highest dose activity change, negative = growth inhibition, hits mostly inhibitors; actives 12% (n = 420,000); further: nearly all actives have a fitted effect of over 55% in size
#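 Chicken DT40 Tdp1-/- cells stably complemented with human TDP1 were seeded at 400 cells/well in medium containing 20 nM camptothecin, exposed to pin-transferred compounds, and grown at 37 °C for at least 48 hr. Viability was read as ATP luminescence.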
# An asterisk follows results filed as active; ? = inconclusive; . = no result given; [ ] = remark or other dose. The call rests on the fitted dose curve; in most records, active means well fitted curve in the direction sought with a large enough effect; inconclusive means small, poorly fitted or top-dose-only effect, or another doubt; inactive means no such curve, though single readings can be large; an effect the other way counts as inactive or inconclusive. On the % scale 0 is the no-effect control and ±100 the full control effect; potency means the concentration at half of the fitted maximal effect. Rows were taken by chance (roughly 18% active in at least one column).
SMILES,TDP1 cell noCPT,KAT2A inh,DT40 TDP1 CPT
COc1ccc(C(=O)NC(=S)NNC(=O)c2ccc(NC(=O)C(C)C)cc2)cc1,15µM*,-7%,16µM*
COc1ccc(OC)c(NC(=O)c2nc(S(=O)(=O)Cc3ccccc3)ncc2Cl)c1,0.58µM*,?,0.58µM*
Cc1cc(C)n(CCSCC(=O)O)n1,-1%,-5%,3%
COc1ccc(-c2[nH]ncc2CNCC(C)(C)N2CCOCC2)cc1F,2%,0%,1%
CCCn1nnc(NC(=O)c2ccco2)n1,-1%,2%,-10%
Nc1c(C(=O)Nc2ccccc2)c2nc3ccccc3nc2n1-c1ccc(O)cc1,2.1µM*,-3%,10µM*
Cc1cccc(-c2nc(S(=O)(=O)c3ccc(F)cc3)c(N3CCN(c4ccccc4)CC3)o2)c1,?,-11%,?
CC(C)(C)c1ccc(S(=O)(=O)N2CCSC2)cc1,?,2%,-22%
Cc1ccccc1C(=O)NNC(=O)CN1C(=O)c2ccccc2C1=O,16%,1%,4%
COc1cc(CC(NC(C)=O)C(=O)NC2CCN(C(=O)c3ccc(C)cc3)CC2)cc(OC)c1 (stereo not given),-15%,-2%,0%
Cc1nc2c(OCc3ccc(C#N)cc3)cccn2c1N(C)C(=O)CCC1CCCC1,?,.,?
O=S(=O)(Nc1ccccc1)c1ccc(Oc2ncc(C(F)(F)F)cc2Cl)cc1,?,-26%,15µM*
CCOC(=O)C1=CN(Cc2cccc(F)c2)S(=O)(=O)N(C)C1c1ccc(F)c(Cl)c1 (stereo not given),16µM*,-6%,?
CCc1nnc(NC(=O)CCC(=O)Nc2ccc(Cl)cc2)s1,14%,0%,35%[activator]
C/C(=N/NC(=O)C1CC1(c1ccccc1)c1ccccc1)c1ccco1 (stereo not given),?,-9%,?
CCCOP(=O)(c1ccccc1)c1ccccc1,?,40%[activator],21µM*
O=C(NCCS(=O)(=O)N1CCN(c2ccc(F)cc2)CC1)c1ccco1,-7%,-7%,1%
Cc1cc(NC(=O)C(Cl)c2ccccc2)no1 (stereo not given),?,-3%,7.3µM*
Cc1nc(C(F)(F)F)ccc1C(=O)N1CCC1(C)C(=O)NS(=O)(=O)c1ccccc1Cl (stereo not given),4%,.,-6%
CCC(C)[C@H](NC(=O)CCn1nnc2ccccc2c1=O)C(=O)O (stereo not given in full),0%,4%,-9%

# Grouped by structure, those above containing sulfur.
SMILES,TDP1 cell noCPT,KAT2A inh,DT40 TDP1 CPT
COc1ccc(C(=O)NC(=S)NNC(=O)c2ccc(NC(=O)C(C)C)cc2)cc1,15µM*,-7%,16µM*
COc1ccc(OC)c(NC(=O)c2nc(S(=O)(=O)Cc3ccccc3)ncc2Cl)c1,0.58µM*,?,0.58µM*
Cc1cc(C)n(CCSCC(=O)O)n1,-1%,-5%,3%
Cc1cccc(-c2nc(S(=O)(=O)c3ccc(F)cc3)c(N3CCN(c4ccccc4)CC3)o2)c1,?,-11%,?
CC(C)(C)c1ccc(S(=O)(=O)N2CCSC2)cc1,?,2%,-22%
O=S(=O)(Nc1ccccc1)c1ccc(Oc2ncc(C(F)(F)F)cc2Cl)cc1,?,-26%,15µM*
CCOC(=O)C1=CN(Cc2cccc(F)c2)S(=O)(=O)N(C)C1c1ccc(F)c(Cl)c1 (stereo not given),16µM*,-6%,?
CCc1nnc(NC(=O)CCC(=O)Nc2ccc(Cl)cc2)s1,14%,0%,35%[activator]
O=C(NCCS(=O)(=O)N1CCN(c2ccc(F)cc2)CC1)c1ccco1,-7%,-7%,1%
Cc1nc(C(F)(F)F)ccc1C(=O)N1CCC1(C)C(=O)NS(=O)(=O)c1ccccc1Cl (stereo not given),4%,.,-6%

# (listing goes on)
SMILES,TDP1 cell noCPT,KAT2A inh,DT40 TDP1 CPT
Cc1ccc(Cl)cc1-n1ncc2c(N3CCC(C)CC3)ncnc21,9.2µM*,1%,23µM*
CC(C)NC(=O)C1CCN(c2ccc(S(=O)(=O)N3CCOCC3)cc2Cl)CC1,-46%,-20%,-7%
Cc1ccccc1-n1ncc2c1CC(C)(C)CC2NC(=O)CN1CCCC1=O (stereo not given),-13%,-1%,10%
CN(C)c1ccc(CNC(=O)CC[C@H]2O[C@@H](n3cnc4c(NC(=O)c5ccccc5)ncnc43)[C@H](O)[C@@H]2O)cc1,-4%,.,-46%
CCN(CC)N=Nc1ccc(S(N)(=O)=O)cc1,7%,1%,-5%
Cc1oc(-c2ccccc2Cl)nc1CSc1nc2ncccc2[nH]1,?,-4%,?
COc1cccc(NC(=O)CN2C(=O)NC3(CCCc4ccccc43)C2=O)c1 (stereo not given),15%,0%,-29%
COc1ccc(-n2c(C)c(C)c3c(NCCCN(C)C)ncnc32)cc1,-18%,-23%,10%
C=C(C(=O)O)C(CCCCCC)C(=O)O (stereo not given),0%,2%,0%
COc1ccccc1C(=O)Nc1nnc(SCC(=O)Nc2ccc3c(c2)oc2ccccc23)s1,?,-5%,?
CC(=O)c1ccc(OCC(=O)NC(=O)NC2CCCCC2)cc1,16µM*,-3%,23µM*
CCC(NC(=O)Nc1ccc(O)cc1)(C(F)(F)F)C(F)(F)F,-30%,2%,-21%
Cc1cc(=O)oc2cc(OCC(=O)N3CCc4ccccc4C3)ccc12,-29%,-5%,-29%
COc1ccc(C(C)=O)cc1CSc1nc2cc(C(=O)O)ccc2c(=O)n1Cc1ccccc1,?,-7%,-29%
CS(=O)(=O)N(CC(=O)N1CCCC1)c1ccc(Cl)cc1,-1%,-2%,6%
NC(=S)N/N=C/c1ccccc1[N+](=O)[O-],-9%,-15%,-27%
O=c1/c(=C/c2ccco2)sc2n1CN(c1cccc(Br)c1)CN=2,-13%,-28%,-16%
O=C(Nc1nnc(C(F)(F)F)s1)c1c(F)cccc1F,-28%,4%,-23%
CN(C)/C=N/c1ncc(C(=O)c2ccc3ccccc3c2)s1,?,0%,?
CCc1nn(CC(=O)Nc2ccc(NC(C)=O)cc2)c(=O)c2cc3sccc3n12,-21%,-7%,-21%
CCCN1CCC(=NNc2ccc(S(N)(=O)=O)cc2[N+](=O)[O-])CC1,0%,0%,2%
O=C(Nc1cc(F)ccc1F)C1CCN(c2nc3ccccc3n3cccc23)CC1,?,-10%,-27%
Cc1ccc2cc(C=O)c(N3CCOCC3)nc2c1C,18µM*,-17%,?
COc1ccc(OC)c2sc(NC(=O)CCSc3ccccc3)nc12,-26%,-4%,-35%
COc1ccc(-n2c(NN)nc3sc4c(c3c2=O)CCCC4)cc1,?,-3%,-3%
CCc1nc(Nc2ccccc2O)c2oc3ccccc3c2n1,-23%,12%,-1%
CCOC(=O)C(NC(=O)c1ccc(OC)cc1)(N1CCOCC1)C(F)(F)F (stereo not given),-3%,2%,3%
CC(C)NCCCOc1ccc(Cl)cc1Br,?,-1%,18µM*
COCC(=O)Nc1cc([N+](=O)[O-])ccc1OC,1%,-6%,7%
COCCNC(=O)C1CCCN(C(=O)c2ccc3ccccc3n2)CC1 (stereo not given),-3%,.,-7%
O=C(NNC(=O)C1CCN(S(=O)(=O)c2ccccc2C(F)(F)F)CC1)c1ccccc1O,?,-17%,?
CCCSc1nc(SCC(=O)NCc2ccccc2)c2c3c(sc2n1)COC(C)(C)C3,-29%,17%,-16%
N#Cc1ccc(C23CC4(C2)[C@H](CN(CC2CCCCC2)[C@@H]4c2ccccc2)C3c2ccc(Cl)nc2)cc1 (stereo not given in full),15µM*,-25%,13µM*
C=CCn1c(SC2CCOC2=O)nc2sc(CC)cc2c1=O (stereo not given),10%,-9%,5%
Cc1c(C(=O)N(C)C)c2ccc(Cl)cc2n1O,14%,1%,?
CCCN(Cc1cccs1)C(=O)Nc1ccc(F)c(Cl)c1,?,-7%,?
CCC(=O)Nc1ccc(NC(=O)CSc2nnnn2-c2ccc(OC)cc2)cc1,-19%,-3%,-10%
CCOC(=O)CSc1nc2c(c(=O)[nH]c(=O)n2C)n1CCc1ccccc1,12%,-2%,8%
COCCCNc1nc(NCc2cccc(Cl)c2)c2cnn(C)c2n1,18µM*,-7%,?
CC1(C(=O)O)CCC(C(=O)NNC(=O)c2ccccc2Cl)C1(C)C (stereo not given),12%,.,8%
COCCn1cnc2c1c(=O)n(CC(=O)Nc1cc(C)on1)c(=O)n2Cc1ccccc1,-6%,0%,0%
CC(=C\C(=O)O)/C(=C/c1ccc(C)o1)C(=O)O,21µM*,-1%,15µM*
CC(C)CCN(Cc1ccco1)S(=O)(=O)c1csc(C(N)=O)c1,23µM*,-6%,18µM*
Cc1ccc2c(c1)C1(C)C(C(C)(C)N2C=O)C1(Cl)Cl (stereo not given),10µM*,-2%,-23%
Cn1cccc1/C=N/NC(=O)c1cc2ccccc2cc1O,21µM*,-11%,-27%
COc1ccc(Cl)cc1NS(=O)(=O)c1ccc2c(c1)NC(=O)CCS2,4.6µM*,1%,?
COCCNC(=O)c1cc(-c2ccccc2)n(CC2CC(c3ccc(OC)cc3)=NO2)n1 (stereo not given),?,-8%,?
CC(C)CC(COCc1cccc(Cl)c1)N1CCN(C(=O)c2ccc(C(F)(F)F)cc2)CCC1=O (stereo not given),16µM*,-8%,?
CC(Oc1ccc(Cl)cc1)C(=O)NCCCn1ccnc1 (stereo not given),-6%,-2%,1%
C=CCC[C@@H](Cc1ccc(F)cc1)C(=O)OC[C@H](Cc1c[nH]c2ccccc12)NC(=O)[C@@H](CC=C)CC(=O)N(CCO)Cc1ccccc1,16µM*,-14%,?
CN1CCN(c2ncnc3c2[nH]c2ccc(F)cc23)CC1,?,-9%,?
Cc1ccc(C(=O)C2=C(O)C(=O)N(Cc3cccnc3)C2c2ccc(Cl)c(Cl)c2)o1 (stereo not given),-4%,-7%,-7%
N#CC1=C(N)N(c2ccc(Cl)c(Cl)c2)C(=O)C1,-15%,-1%,-8%
CC(C)OC(=O)C1C(=O)CC(C)(O)C(C(=O)OC(C)C)C1c1ccc(F)cc1 (stereo not given),-18%,-1%,-12%
CN(CC(=O)Nc1cccc2ccccc12)C(=O)/C=C/c1cccs1,-37%,-3%,3%
COC(=O)c1cccc(C(=O)N2CCCC(C(=O)c3cc(F)ccc3F)C2)c1 (stereo not given),?,-3%,?
COc1ccc(CNC(c2ccccc2)c2ccc(Cl)cc2)cc1 (stereo not given),16µM*,-5%,?
Cc1cccc(C)c1NC(=O)N1C(C(=O)O)CSC1C(=O)O (stereo not given),3%,-2%,3%
CC(C)C(=O)Nc1nnc(SCC(=O)NCc2ccco2)s1,-19%,-6%,0%
CCOC(=O)c1cn(CC)c2cc3c(cc2c1=O)OCO3,-9%,-2%,-6%

# Continued, overlapping the part above by 2 compounds.
SMILES,TDP1 cell noCPT,KAT2A inh,DT40 TDP1 CPT
CC(C)C(=O)Nc1nnc(SCC(=O)NCc2ccco2)s1,-19%,-6%,0%
CCOC(=O)c1cn(CC)c2cc3c(cc2c1=O)OCO3,-9%,-2%,-6%
CC1CCC(NC(=O)CN2C(=O)NC3(CCCCC3C)C2=O)CC1 (stereo not given),10%,-11%,0%
CC(=O)Oc1ccccc1C(=O)N1CCN(S(=O)(=O)c2ccc3ccccc3c2)CC1,?,-2%,?
CC(C)c1cc(C(=O)NNC(=S)NC2CCCCC2)cs1,-7%,-3%,-23%
O=C(Nc1cc(Cl)ccc1O)C1CC(c2c(F)cccc2Cl)=NO1 (stereo not given),?,-3%,?
Cc1ccc(C)c(S(=O)(=O)NCC(=O)Nc2sc3c(c2C(N)=O)CCC(C)C3)c1 (stereo not given),?,-4%,-30%
CCOC(=O)Cc1c(-c2cccc(Cl)c2)nc2c3ccccc3ccn12,21µM*,.,?
Cc1ccc(S(=O)(=O)c2nc(-c3cccc(Br)c3)oc2N2CCCCCC2)cc1,?,-6%,?
Cc1nnc(SCC(=O)NC(C)(C)C)n1C1CCCCC1,-7%,2%,17%
Nc1nc(-c2ccco2)nn1C(=O)c1ccc(F)cc1,7%,-7%,9%
COC(=O)[C@@H]1C[C@@]2(O)[C@H](O)[C@H](O)[C@H](O)C[C@H]2N1Cc1cccc2ccccc12,2%,44%[activator],-11%
